TRPC6 act: activators of mouse TRPC6 channel; HEK293-TRPC6 membrane potential dye fluorescence; hits give high values; B-score at 10 µM; 310,000 compounds, 0.13% hits;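 active = B-score of the integrated fluorescence ratio above library mean plus 3 SD, and starting fluorescence ratio within library mean plus 5 SD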;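 note: higher score means more depolarization so channel activation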
MrgX1 PAM: allosterically activates human MrgX1 receptor signaling | Q96LB2 | MrgX1-HEK293, Fluo-4 calcium flux, FDSS; hits give high values | B-score at 10 µM | 310,000 compounds, 0.63% hits | AID 588675;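 active = plate-corrected calcium response at least 3 library SD above typical, normal starting fluorescence, not activating the receptor alone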;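 note: compound read alongside a low EC10 to EC30 dose of BAM8-22 agonist; peak minus trough fluorescence over baseline measured at the second addition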
SKKanGAS inh: SKKanGAS growth inhibition; S. pyogenes SKKanGAS, kanamycin growth, BacTiter-Glo, 6 h; 300,000 compounds, 1.3% hits; inhibition, % at 7.5 µM;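 active = mean replicate score, as percent of positive control median, at least 50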;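 note: strain carries kanamycin resistance gene driven by streptokinase promoter and grows in 40 µg/ml kanamycin; loss of luminescence reflects streptokinase promoter inhibition or plain growth inhibition; 0% = median of DMSO wells and 100% = positive control at its reference dose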
HIF activator: HIF pathway transcriptional activation; activation, % at 7.5 µM (by protocol); 300,000 compounds, 0.32% hits; U2OS HRE-luciferase reporter, luminescence; normalized: DMSO 0%, desferrioxamine 100%;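 active = mean activation of at least 10% of the iron chelator positive control signal, with at least half of replicates also reaching 10%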
MrgX1 agonist: agonists of human MrgX1 receptor; Q96LB2; MrgX1-HEK293 cells, Fluo-4 calcium fluorescence, agonist mode; hits give high values; B-score at 10 µM; 310,000 compounds, 0.44% hits;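 active = calcium response B-score plate-corrected fluorescence ratio at least 3 library SD, with starting fluorescence B-score inside 5 SD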
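Material: MrgX1-expressing HEK293 cells; input: 15,000 cells per well; doses: test compound given as first of three sequential additions; schedule: overnight plating before 1 h dye loading; technique: Fluo-4 NW calcium-flux fluorescence, kinetic read; evaluation: baseline-normalised fluorescence change ratio, B-scored; control set: plate-wise positive and negative controls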
MrgX1 antagonist: antagonists of human MrgX1 receptor; Q96LB2; MRGX1-HEK293 calcium flux, Fluo-4, BAM8-22 antagonism; hits give low values; B-score at 10 µM; 310,000 compounds, 1.3% hits; AID 588676;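 active = calcium-response B-score plate-corrected more than 3 library SD below zero, starting fluorescence within 5 deviations, no agonist response on first addition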;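 note: peak minus trough fluorescence over baseline after final BAM8-22 challenge near maximal dose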
RGS4 act: potentiators or activators of RGS4; B-score at 10 µM; HEK293 M3R/inducible RGS4, carbachol calcium flux Fluo4; hits give low values; 310,000 compounds, 0.92% hits;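 active = B-score of the integrated calcium signal more than 4 SD below the library mean, with starting fluorescence not abnormally high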;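 note: negative B-score means reduced calcium response which marks RGS4 activation or potentiation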
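Detection: kinetic calcium fluorescence imaging with Fluo4-AM dye, 2 µM / Material: HEK293 cells with stable M3R and inducible RGS4 / Schedule: recording 10 s baseline at 1 Hz, 100 s post-agonist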
Platelet DG rel: platelet dense granule release activity. 300,000 compounds, 0.22% hits. human platelet-rich plasma, SFLLRN dense granule ATP release, luminescence. inhibition, %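 (compounds screened at 7.5 µM in platelet-rich plasma)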;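 active = mean replicate score, as percent of positive control, at or above 50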
TRPC4 block: blocks the mouse TRPC4 cation channel; Q9QUQ5; HEK293 TRPC4beta/mu-opioid, DAMGO-evoked Fluo4 calcium flux; hits give low values; B-score at 10 µM; 300,000 compounds, 0.39% hits;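 active = B-score over 3 SD under the library average, no early fluorescence shift, positive overall ratio signal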
Target sequence (Q9QUQ5 whole entry, looked up): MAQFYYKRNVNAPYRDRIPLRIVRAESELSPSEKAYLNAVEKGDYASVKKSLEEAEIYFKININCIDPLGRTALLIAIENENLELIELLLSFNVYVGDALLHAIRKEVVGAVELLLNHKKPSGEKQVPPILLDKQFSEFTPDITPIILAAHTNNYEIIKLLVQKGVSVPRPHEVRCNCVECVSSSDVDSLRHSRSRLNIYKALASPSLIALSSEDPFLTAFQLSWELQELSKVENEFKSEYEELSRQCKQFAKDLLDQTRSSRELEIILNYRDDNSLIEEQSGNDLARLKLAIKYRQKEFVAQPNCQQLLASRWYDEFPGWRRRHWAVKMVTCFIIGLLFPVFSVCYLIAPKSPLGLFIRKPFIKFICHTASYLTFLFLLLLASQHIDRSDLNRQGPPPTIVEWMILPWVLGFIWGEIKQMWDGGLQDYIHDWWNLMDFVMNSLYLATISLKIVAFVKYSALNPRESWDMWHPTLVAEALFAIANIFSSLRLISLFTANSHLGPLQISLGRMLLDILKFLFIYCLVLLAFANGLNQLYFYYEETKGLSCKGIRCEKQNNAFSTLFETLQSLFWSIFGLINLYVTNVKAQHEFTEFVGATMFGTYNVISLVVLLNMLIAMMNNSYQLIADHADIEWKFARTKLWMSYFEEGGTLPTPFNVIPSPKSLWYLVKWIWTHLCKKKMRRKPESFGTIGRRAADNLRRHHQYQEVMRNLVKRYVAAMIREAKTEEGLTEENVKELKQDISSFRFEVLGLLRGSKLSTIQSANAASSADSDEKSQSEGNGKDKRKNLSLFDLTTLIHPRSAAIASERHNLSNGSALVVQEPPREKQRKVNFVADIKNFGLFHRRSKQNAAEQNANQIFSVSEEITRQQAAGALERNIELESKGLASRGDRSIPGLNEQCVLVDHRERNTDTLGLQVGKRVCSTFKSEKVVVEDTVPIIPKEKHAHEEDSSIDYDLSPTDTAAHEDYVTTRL
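System: stable TRPC4beta/mu-opioid receptor HEK293 cells; Dosing: single-point compound dosing; Measured by: Fluo4 Ca2+ flux fluorescence; Read-out basis: per-well B score of integrated baseline-normalized Fluo4 ratio.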
RGS4 block: inhibitors of human RGS4; HEK293 M3R/RGS4 inducible, Fluo-4 calcium flux; hits give high values; triggered by carbachol at its EC20; B-score at 10 µM; 310,000 compounds, 0.45% hits; AID 463165;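 active = B-score, a plate-corrected calcium signal, over three deviations above library mean, with baseline fluorescence within five deviations of library mean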;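 note: RGS4 expression induced by doxycycline in cells with stable M3 receptor; B-score is computed from the integrated fluorescence ratio over baseline after carbachol; higher B-score means a larger calcium signal and so more RGS4 inhibition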
TRPC6 inhibitor: blocks the mouse TRPC6 cation channel; Q61143; B-score at 10 µM; 310,000 compounds, 1.1% hits; HEK293-TRPC6, membrane potential dye, ACh-evoked depolarization; hits give low values; AID 2553;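 active = B-score under library mean minus 3 SD, initial fluorescence not abnormally high, positive integrated signal ratio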;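 note: B-score derived from integrated fluorescence ratio over the kinetic read; more negative B-score means stronger inhibition of depolarization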
Starred values were filed as active, the others as inactive; i = inactive; x = not tested or not shown.

SMILES | TRPC6 act | MrgX1 PAM | SKKanGAS inh | HIF activator | MrgX1 agonist | MrgX1 antagonist | RGS4 act | Platelet DG rel | TRPC4 block | RGS4 block | TRPC6 inhibitor
CC(C)(C)SCCNC(=O)c1ccccc1 | i | i | -14.9 | 1.9 | i | i | i | -1.4 | i | i | i
CCOC(=O)c1[nH]c(CSc2nnc(-c3ccncc3)n2CCOC)c(C(=O)OCC)c1C | i | i | 2.3 | -1.0 | i | i | i | 1.0 | i | i | i
Cc1ccccc1-n1ncc2c([N+](=O)[O-])cc([N+](=O)[O-])cc21 | i | i | 15.9 | -0.1 | i | i | i | -3.3 | i | i | i
C=C(C)Cn1c(N2CCCC2)nc2c1c(=O)[nH]c(=O)n2C | i | i | -1.8 | 0.1 | i | i | i | -3.6 | i | i | i
O=C(O)CNC(=O)C1COc2ccccc2O1 (configuration not stated) | i | i | 1.0 | -0.6 | i | i | i | 8.4 | i | i | i
CCN(CC)c1nc2c(c(=O)n(C)c(=O)n2C)n1CCCc1ccccc1 | i | i | 4.3 | 0.4 | i | i | i | 0.8 | i | i | i
Cc1c(NC(=O)Nc2ccc(F)cc2)c(=O)n(-c2ccccc2)n1C | i | i | -0.9 | -2.3 | i | i | i | -4.1 | i | i | i
Cc1ccc(C(=O)N/C(=C/c2cccnc2)C(=O)N2CCCCCC2)cc1 | i | i | 8.5 | -0.4 | i | i | i | -16.5 | i | i | i
c1ccc(Cc2nn3c(-c4ccncc4)nnc3s2)cc1 | i | i | -6.7 | 0.2 | i | i | i | -6.3 | i | i | i
Cc1ccc(NC(=O)CNc2ccc(Cl)c(Cl)c2)cc1S(=O)(=O)N(C)C | i | i | 4.3 | -0.2 | i | i | i | -4.9 | i | i | i
O=C(CN(Cc1cccs1)C(=O)CNC(=O)c1ccco1)NC1CCCCC1 | i | i | -2.0 | -1.6 | i | i | i | -4.1 | i | i | i
CCCCN(C)C(=O)C(Cc1ccccc1)NS(=O)(=O)c1ccc2c(c1)c(=O)n(C)c(=O)n2C (configuration not stated) | i | i | -2.2 | -0.1 | i | i | i | -18.1 | i | i | i
CSc1sc(C(=O)NC(=O)NCc2cccnc2)c(C)c1-c1ccon1 | i | i | -3.6 | 0.2 | i | i | i | 9.8 | i | i | i
Cc1cc(C)c2c(SC(C)C)nc(N)nc2n1 | i | i | 6.3 | 1.1 | i | i | i | -4.2 | i | i | i
CC1(C)NC(=O)N(CC(=O)N2CCCC(C(F)(F)F)C2)C1=O (configuration not stated) | i | i | 0.8 | -0.1 | i | i | i | 3.6 | i | i | i
CCCCCCc1cc2cc(-c3nnc(-c4ccccc4)o3)c(=O)oc2cc1O | i | i | 62.0* | -0.4 | i | i | i | -2.0 | i | i | i
COc1ccc(NC(=O)CCS(=O)(=O)c2ccc3c(c2)CCN3C(C)=O)cc1 | i | i | 5.7 | 10.4* | i | i | i | -15.0 | i | i | i
O=C(c1cccc(OC2CCN(Cc3cc(F)cc(F)c3)CC2)c1)N1CCCC1 | i | i | -0.3 | 0.1 | i | i | i | -2.8 | i | i | i
Clc1ccc(-c2nnc(C34CC5CC(CC(C5)C3)C4)o2)cn1 | i | i | 4.9 | -0.3 | i | i | i | 1.2 | i | i | i
CCOc1cc(/C=C/C(=O)N(CC)CC(=O)NCc2cccs2)cc(Cl)c1OC | i | i | -5.5 | 0.3 | i | i | i | 1.4 | i | i | i
O=S(=O)(NCCc1ccccn1)c1ccc(F)c(F)c1 | i | i | 4.9 | -1.4 | i | i | i | -0.9 | i | i | i
Cc1ccc(OCC(=O)N2CCN(C(=O)c3cccs3)CC2)cc1 | i | i | 5.2 | 0.9 | i | i | i | -5.4 | i | i | i
COc1ccc(CCNc2oc(-c3ccccc3OC)nc2C#N)cc1 | i | i | 1.3 | 1.1 | i | i | i | 7.0 | i | i | i
COc1ccc(NC(=O)CN(C)C(=O)Cc2ccsc2)cc1 | i | i | -6.4 | -0.3 | i | i | i | -15.2 | i | i | i
Cc1ccc(/C=N\NC(=O)CCc2n[nH]c(=O)[nH]c2=O)o1 | i | i | 1.2 | 0.1 | i | i | i | 7.1 | i | i | i
CCOC(=O)c1[nH]c2c(c1-c1ccccc1)C(=O)CC(c1ccccc1)C2 (configuration not stated) | i | i | 4.5 | 1.8 | i | i | i | 7.3 | i | i | i
O=C(c1ccc(Cl)cc1)C1CCN(C(=O)N2CCOCC2)CC1 | i | i | -8.7 | -0.1 | i | i | i | -4.1 | i | i | i
CC1CCCN(CCCNC(=O)c2ccc3c(c2)N(Cc2ccccc2F)C(=O)c2ccccc2S3(=O)=O)C1 (configuration not stated) | i | i | -5.1 | -0.4 | i | i | i | 18.7 | i | i | i
O=C(NCc1ccccc1)C1CCCC1 | i | i | 0.8 | -9.8 | i | i | i | 4.3 | i | i | i
Cc1cccc(NC(=O)/C(C#N)=C/c2ccccc2O)n1 | i | x | -4.3 | 3.6 | x | x | i | 2.9 | i | i | i
Cc1sc2nc(CSc3nc4ccccc4c(=O)n3CCCN3CCOCC3)[nH]c(=O)c2c1C | i | i | -5.5 | -1.4 | i | i | i | -6.5 | i | i | i
COc1ccc(C(CNC(=O)COc2ccccc2OC)N2CCCCC2)cc1 (configuration not stated) | i | i | 0.2 | -0.2 | i | i | i | -28.2 | i | i | i
COc1cc2ccccc2cc1C(=O)N(CCN(C)C)c1nc2c(C)cccc2s1 | i | i | 10.1 | -0.1 | i | i | i | 4.9 | i | i | i
CNS(=O)(=O)c1cccc(C(=O)OCC(=O)NCc2ccccc2)c1 | i | i | 4.9 | 0.0 | i | i | i | 0.0 | i | i | i
CCOC(=O)C1CCN(S(=O)(=O)c2ccc3c(c2)NC(=O)CS3)CC1 | i | i | -1.7 | -0.8 | i | i | i | 4.6 | i | i | i
CC(C)CC(NC(=O)C1CCCCC1)C(=O)N1CCN(c2ccccn2)CC1 (configuration not stated) | i | i | -4.4 | -0.1 | i | i | i | 6.7 | i | i | i
CCC(NC(=O)c1cncc(Br)c1)c1ccccc1 (configuration not stated) | i | i | -3.4 | -0.2 | i | i | i | -1.9 | i | i | i
CC(C)N(CCCNC(=O)Cn1c(=O)c2cccn2c2ccccc21)Cc1ccccc1 | i | i | 11.9 | -0.1 | i | i | i | 6.5 | i | i | i
CN(C)C1(CNC(=O)CC(NC(=O)c2ccccc2Cl)c2ccccc2)CCCCC1 (configuration not stated) | i | i | -2.5 | -0.2 | i | i | i | -3.7 | -7* | i | i
COc1ccccc1N1CCN(C(=O)CNS(=O)(=O)c2ccc(Br)s2)CC1 | i | i | 7.1 | -0.1 | i | i | i | 0.3 | i | i | i
CCOc1ccc(NC(=O)CNC(=O)c2ccco2)cc1 | i | i | 3.0 | 2.9 | i | i | i | 2.4 | i | i | i
COc1cc2c(cc1OC)CN(C(=O)CNS(=O)(=O)c1ccc(C)c(C)c1)CC2 | i | i | 0.0 | -0.2 | i | i | i | 0.7 | i | i | i
CCC(NC(=O)c1cc(COc2cc(C)c(Cl)c(C)c2)on1)c1ccncc1 (configuration not stated) | i | i | 11.9 | -0.1 | i | i | i | -8.2 | i | i | i
CS(=O)(=O)N1CCC(C(=O)NCCN2CCN(Cc3ccccc3)CC2)CC1 | i | i | 5.3 | -0.3 | i | i | i | -2.9 | i | i | i
CCc1c(O)nc2sc3ccccc3n2c1=O | i | i | 6.3 | -0.2 | i | i | i | -3.3 | i | i | i
COCCCN1C(=O)N(c2ccc(F)cc2)C(=O)C1CC(=O)Nc1ccc(OC)cc1 (configuration not stated) | i | i | 2.0 | -0.2 | i | i | i | -9.8 | i | i | i
COc1ccc(S(=O)(=O)Oc2cccc(/C=N/N=C3/NC(=O)C(CC(=O)O)S3)c2)cc1 (configuration not stated) | i | i | -10.5 | 0.1 | i | i | i | -2.1 | i | i | i
Cc1nn(Cc2ccc(Cl)cc2)c(Cl)c1/C=N/NC(=O)c1cccnc1 | i | i | -5.6 | 0.0 | i | i | i | 4.0 | i | i | i
CCOc1ccc(NS(=O)(=O)c2ccc3[nH]c(=O)[nH]c3c2)cc1 | i | i | -0.9 | -9.5 | i | i | i | 1.9 | i | i | i
O=C(CSc1nccn(-c2ccc3c(c2)OCCO3)c1=O)Nc1ccccc1 | i | i | 5.8 | 0.5 | i | i | i | 8.9 | i | i | i
Other entries:
SMILES | TRPC6 act | MrgX1 PAM | SKKanGAS inh | HIF activator | MrgX1 agonist | MrgX1 antagonist | RGS4 act | Platelet DG rel | TRPC4 block | RGS4 block | TRPC6 inhibitor
O=C(NCc1ccco1)c1ccc(CS(=O)Cc2cccc(Cl)c2)o1 (configuration not stated) | i | i | 11.4 | 0.1 | i | i | i | -40.7 | i | i | i
Cc1ccc(S(=O)(=O)NCCN2CCOCC2)cc1 | i | i | 9.7 | 0.1 | i | i | i | -3.4 | i | i | i
C/C(N)=C(/C#N)C(=O)CSc1cc(C)c2cc(C)cc(C)c2n1 | i | i | 3.7 | 0.4 | i | i | i | 2.4 | i | i | i
O=C(Cn1ncc2c3ccccc3n(Cc3ccc(F)cc3)c2c1=O)N1CCN(c2ncccn2)CC1 | i | i | 11.4 | -0.6 | i | -8.12* | i | 5.1 | i | i | i
O=C(Nc1ccccc1)C1=C[C@H](C2CCCCC2)C[C@H](OCc2ccc(CO)cc2)O1 | i | i | 12.4 | 0.3 | i | i | i | 10.2 | i | i | i
CN1CN(C)c2ccc([N+](=O)[O-])c3cccc1c23 | i | i | 0.0 | 1.1 | i | i | i | 1.4 | i | i | i
COc1ccccc1N1CCN(C(=O)C(=O)N/N=C/c2cccc(O)c2)CC1 | i | i | -8.9 | 0.2 | i | i | i | 0.8 | i | i | i
CN(C(=O)COC(=O)c1ccc2c(=O)n3c(nc2c1)CCC3)C1CCS(=O)(=O)C1 (configuration not stated) | i | i | 2.7 | -0.5 | i | i | i | -11.3 | i | i | i

Some of the entries so far, as labelled records:
O=C(NCc1ccco1)c1ccc(CS(=O)Cc2cccc(Cl)c2)o1 (configuration not stated)
  TRPC6 act: i	MrgX1 PAM: i	SKKanGAS inh: 11.4	HIF activator: 0.1	MrgX1 agonist: i	MrgX1 antagonist: i	RGS4 act: i	Platelet DG rel: -40.7	TRPC4 block: i	RGS4 block: i	TRPC6 inhibitor: i

Cc1ccc(S(=O)(=O)NCCN2CCOCC2)cc1
  TRPC6 act: i	MrgX1 PAM: i	SKKanGAS inh: 9.7	HIF activator: 0.1	MrgX1 agonist: i	MrgX1 antagonist: i	RGS4 act: i	Platelet DG rel: -3.4	TRPC4 block: i	RGS4 block: i	TRPC6 inhibitor: i

Screening data deposited in PubChem BioAssay by several laboratories.
